Compound activity (PubChem BioAssay)
GluA2 TARP mod = modulators of GluA2-stargazin AMPA receptor complexes, primary screen, cell-based, membrane potential dye; Voltage-dependent calcium channel gamma-2 subunit (Mus musculus) + Glutamate receptor 2 …; HEK293 GluA2+stargazin, membrane potential dye (FDSS), glutamate EC50; hits were called plate by plate, in both directions; calls only at 30 µM; 3.5% of 40,000 active; AID 1259245, 2017;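 active means any of four per-well response measures lying three or more SD from its plate-wide compound average, in either direction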
Target sequence (O88602 whole entry, looked up): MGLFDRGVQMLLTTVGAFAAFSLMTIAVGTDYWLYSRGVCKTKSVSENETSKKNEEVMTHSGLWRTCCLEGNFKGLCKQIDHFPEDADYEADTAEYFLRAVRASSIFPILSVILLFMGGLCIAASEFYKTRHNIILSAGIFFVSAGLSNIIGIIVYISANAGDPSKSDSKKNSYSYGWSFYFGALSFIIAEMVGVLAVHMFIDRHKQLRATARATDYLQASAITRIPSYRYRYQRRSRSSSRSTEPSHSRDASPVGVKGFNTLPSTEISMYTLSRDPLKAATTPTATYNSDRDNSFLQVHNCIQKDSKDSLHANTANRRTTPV
Target sequence (P19491 whole entry, looked up): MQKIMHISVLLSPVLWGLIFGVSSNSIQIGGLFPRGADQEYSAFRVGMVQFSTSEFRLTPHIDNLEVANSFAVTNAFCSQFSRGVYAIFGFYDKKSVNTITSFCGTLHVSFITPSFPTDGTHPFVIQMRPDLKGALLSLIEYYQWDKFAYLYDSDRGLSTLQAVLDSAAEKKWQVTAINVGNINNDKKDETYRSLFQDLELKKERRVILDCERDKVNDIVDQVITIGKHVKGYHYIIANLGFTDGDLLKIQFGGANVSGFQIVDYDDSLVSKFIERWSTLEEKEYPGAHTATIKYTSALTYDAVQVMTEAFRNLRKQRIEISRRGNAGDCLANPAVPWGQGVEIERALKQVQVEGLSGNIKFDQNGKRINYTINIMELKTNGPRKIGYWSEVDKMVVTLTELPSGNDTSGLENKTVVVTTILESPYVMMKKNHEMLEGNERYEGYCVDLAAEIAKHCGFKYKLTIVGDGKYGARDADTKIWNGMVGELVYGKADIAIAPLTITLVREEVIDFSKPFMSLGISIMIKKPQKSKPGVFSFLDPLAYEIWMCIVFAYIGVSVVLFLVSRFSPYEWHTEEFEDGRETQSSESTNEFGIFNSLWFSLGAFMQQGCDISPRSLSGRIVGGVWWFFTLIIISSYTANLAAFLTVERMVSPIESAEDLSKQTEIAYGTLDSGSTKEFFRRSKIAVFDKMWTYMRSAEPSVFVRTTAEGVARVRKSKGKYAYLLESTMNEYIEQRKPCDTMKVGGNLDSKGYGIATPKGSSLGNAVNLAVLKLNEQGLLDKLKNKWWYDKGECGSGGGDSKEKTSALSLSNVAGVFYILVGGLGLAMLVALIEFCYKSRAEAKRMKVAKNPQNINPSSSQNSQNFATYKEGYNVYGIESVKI
GluA2 TARP mod agonism max-min = recorded beside GluA2 TARP mod, whose call it bears; compound max-min signal; compound-alone response (agonism);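 unitless range of fluorescence divided by baseline over first 100 seconds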
GluA2 TARP mod glutamate slope = also measured in GluA2 TARP mod; calls as there; glutamate slope, % of max; measured here: glutamate response slope, % max;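 scaled per plate between vehicle wells and maximal 1 mM glutamate control wells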
The depositor's hits bear a star; i = inactive; + = active, no number. The list is partial; the hit share may differ from the screen's.

GluA2 TARP mod | GluA2 TARP mod agonism max-min | GluA2 TARP mod glutamate slope | mol
i | 0.111 | 71.0 | CC(C)(Oc1ccc(Cl)cc1)C(=O)N1CCC(c2ccsc2)CC1
i | 0.0897 | 42.9 | CN(C)c1cccc(C(=O)N2CCN(C(=O)c3cnn4ccccc34)CC2)c1
i | 0.0892 | 57.3 | CCOc1ccc(C(=O)NCCS(=O)(=O)N2CCN(c3ncccn3)CC2)cc1
i | 0.096 | 52.3 | CCc1nnc(-c2ccc(NC(=O)c3ccc(F)c(F)c3)cc2)o1
i | 0.0548 | 29.0 | CCCc1nnsc1C(=O)NCC1CCN(S(C)(=O)=O)CC1
i | 0.0857 | 73.0 | CCCCn1c(SCc2nc(-c3ccc4c(c3)OCO4)no2)nc2ccsc2c1=O
i | 0.033 | 53.9 | COc1cc(NC(=O)c2nnn(-c3cc(Cl)ccc3OC)c2C)cc(OC)c1
i | 0.165 | 64.8 | Clc1ccc(Nc2nc(NCCCn3ccnc3)nc3nc[nH]c23)cc1
i | 0.0575 | 60.5 | Cc1ccc(C(=O)N(CCN2CCOCC2)c2nc3c(C)cccc3s2)cc1
i | 0.159 | 84.6 | S=c1nc(NCCCN2CCOCC2)c2ccccc2[nH]1
i | 0.085 | 57.5 | COc1ccc(S(=O)(=O)N2CCCOC2CNC(=O)C(=O)NCc2ccccc2C)cc1 (stereo not given)
i | 0.0904 | 58.9 | Cc1nc2sccn2c(=O)c1NC(=O)Nc1ccc(F)cc1F
i | 0.0536 | 60.8 | COc1ccc(NS(=O)(=O)C(C)C)cc1N1CCCCC1=O
i | 0.0883 | 55.8 | CCOc1ccc(OCCNC(=O)c2ccc(Cl)cc2)cc1
i | 0.124 | 55.8 | COc1ccc(Cl)cc1-n1c(N)c(C(=O)NC2CCCCC2)sc1=S

More entries.
GluA2 TARP mod | GluA2 TARP mod agonism max-min | GluA2 TARP mod glutamate slope | mol
i | 0.124 | 55.7 | COc1ccc(SCC(=O)Nc2cccc3ccccc23)cc1
i | 0.179 | 67.3 | CCn1c(=NC(=O)c2ccn(C)n2)sc2c(C)ccc(OC)c21
i | 0.0605 | 43.4 | Cc1cc(-c2nnc(NC(=O)C3CCCN(S(=O)(=O)c4ccc(F)cc4)C3)o2)nn1C (stereo not given)
i | 0.0517 | 51.7 | COc1ccc(S(=O)(=O)Nc2ccc(N3CCCCC3=O)c(OC)c2)c(OC)c1
i | 0.0762 | 53.9 | COc1ccc(S(=O)(=O)N2CCC(OC)CC2)cc1
i | 0.0771 | 59.1 | CSc1ccccc1NC(=O)C(=O)NCC1CCN(C)CC1
i | 0.0822 | 55.5 | CCOC(=O)c1sc2cccc(F)c2c1S(=O)(=O)Nc1ccc(OCC)cc1
i | 0.0745 | 58.9 | Cc1ccc(Oc2ccc(C(=O)N(C)C)cc2)nn1
i | 0.0778 | 55.8 | Cc1csc(NC(=O)c2ccc(=O)n(Cc3ccccc3F)c2)n1
i | 0.136 | 69.2 | COc1cccc(NC(=O)Cn2nc(S(=O)(=O)c3ccc(Cl)cc3)ccc2=O)c1
i | 0.127 | 53.6 | O=S(=O)(c1ccc(Cl)cc1)c1nc(-c2ccco2)oc1NCCN1CCOCC1
i | 0.112 | 59.9 | COc1ccc(NC(=O)Cc2csc(Nc3ccccc3)n2)cc1Cl
i | 0.0509 | 56.0 | O=C(C1CC1)N1CCc2ccc(NS(=O)(=O)Cc3ccccc3)cc21
i | 0.0825 | 54.1 | CCOc1ccc(-n2c(=O)c3sccc3n(Cc3nc(-c4ccccc4OCC)no3)c2=O)cc1
i | 0.0813 | 41.3 | COc1ccccc1N1CCN(CC(O)COCCOc2ccccc2C(C)C)CC1 (stereo not given)

(cont.)
GluA2 TARP mod | GluA2 TARP mod agonism max-min | GluA2 TARP mod glutamate slope | mol
i | 0.0854 | 40.0 | O=C(NCc1ccccc1)NCC(c1cccs1)N1CCOCC1 (stereo not given)
i | 0.104 | 48.3 | CCOc1ccc(C(=O)Nc2sc3c(c2-c2nc4ccccc4s2)CCN(C(C)C)C3)cc1
i | 0.0485 | 74.6 | Cc1ccc(S(=O)(=O)NCc2ccccc2)c(C)c1N(C)S(=O)(=O)c1ccccc1
i | 0.0982 | 63.1 | O=C(/C=C/c1ccc2c(c1)OCO2)Nc1ccc2c(c1)C(=O)N1CCCCC1CCO2 (stereo not given)
i | 0.03 | 2.0 | Oc1c(Cl)cc(Cl)cc1/C=C/c1ccc2cccc(O)c2n1
i | 0.0925 | 66.4 | COCCNC(=O)Cn1nc2c(c1NC(=O)c1cc(=O)c3ccccc3o1)CSC2
i | 0.0634 | 61.3 | CCCCc1ccc(N2CC(c3nc4ccccc4n3CC(=O)N3CCOCC3)CC2=O)cc1 (stereo not given)
+ | 0.156* | 40.4* | COc1ccc(S(=O)(=O)NCCc2ccc(N(C)C)cc2)cc1Cl
i | 0.0492 | 50.5 | CC(=O)Nc1ccc(NC(=O)C(=O)NC2CCCC2)cc1
i | 0.0996 | 69.9 | CCOc1cc(/C=C2\SC(=S)N(c3ccc(F)cc3)C2=O)ccc1O
i | 0.0605 | 40.7 | COc1ccc(-c2cc(CC(=O)NCCCN3CCOCC3)no2)cc1OC
i | 0.0829 | 48.0 | COc1ccc(CCNC(=O)C(=O)NC2CC2)cc1OC
i | 0.062 | 36.9 | O=C(/C=C/c1ccccc1)N1CCC2(CC1)NC(=O)N(CCOc1ccccc1)C2=O
i | 0.0985 | 58.2 | COc1ccc(CC(=O)N2CCN(c3ncnc4c3nnn4C)CC2)cc1OC
i | 0.0782 | 101.7 | Cc1cc(C)c(-c2ccc(=O)n(CC(=O)N3CCCC3)n2)cc1C

Entries above containing an aryl thioether with sulfur outside any ring, in the order listed:
GluA2 TARP mod | GluA2 TARP mod agonism max-min | GluA2 TARP mod glutamate slope | mol
i | 0.0857 | 73.0 | CCCCn1c(SCc2nc(-c3ccc4c(c3)OCO4)no2)nc2ccsc2c1=O
i | 0.124 | 55.7 | COc1ccc(SCC(=O)Nc2cccc3ccccc23)cc1
i | 0.0771 | 59.1 | CSc1ccccc1NC(=O)C(=O)NCC1CCN(C)CC1

The listing continues.
GluA2 TARP mod | GluA2 TARP mod agonism max-min | GluA2 TARP mod glutamate slope | mol
i | 0.02 | 51.2 | C=CCn1c(=O)c2c(nc3n(C4CCCC4)c(C)cn23)n(C)c1=O
i | 0.0769 | 80.7 | CCOc1ccc(C2NC(=O)NC(O)(C(F)(F)F)C2C(=O)c2ccccc2)cc1OC (stereo not given)
i | 0.0946 | 41.5 | COc1cc2ccccc2cc1C(=O)Nc1nnc(-c2cc(C)n(C)n2)o1
i | 0.0249 | 22.7 | O=S(=O)(NCCc1ccsc1)c1ccccc1Br
+ | 0.0675* | 46.4* | CCS(=O)(=O)N1CCCc2cc(NS(=O)(=O)c3cc(C)c(OC)c(C)c3)ccc21
i | 0.0411 | 51.1 | O=C(O)c1nccnc1N1CCOCC1
i | 0.0601 | 36.9 | COc1nnc(-c2ccc(N3CCOCC3)c(NC(=O)COc3ccc(C)cc3)c2)c2ccccc12
i | 0.0885 | 55.7 | CS(=O)(=O)c1ccc(CC(=O)Nc2nc(-c3ccc(Cc4ccccc4)cc3)cs2)cc1
i | 0.0958 | 98.3 | CCCOc1ccc(C2NC(=O)NC(C)=C2C(=O)OCC(C)C)cc1 (stereo not given)
i | 0.114 | 56.3 | O=C(Nc1ccc2cn[nH]c2c1)c1ccc(Cn2ccnc2)cc1
i | 0.084 | 71.1 | O=C(c1ccc(Br)o1)N1CCC(c2cccs2)CC1
i | 0.142 | 55.6 | CCOC(=O)c1ccc(NC(=O)CN2N=NC3C(=O)N(c4ccc(F)cc4)C(=O)C32)cc1 (stereo not given)
i | 0.0953 | 47.1 | O=C(Nc1ccc2scnc2c1)c1ccc(S(=O)(=O)N2CCCCCC2)cc1
i | 0.0625 | 47.4 | O=C(NC(=S)NNC(=O)c1cccs1)c1ccccc1
i | 0.122 | 33.4 | O=C(c1cncc(Br)c1)N1CCN(c2ccc(-c3ccncc3)nn2)CC1

Continued:
GluA2 TARP mod | GluA2 TARP mod agonism max-min | GluA2 TARP mod glutamate slope | mol
i | 0.107 | 64.9 | COc1ccc(S(=O)(=O)N2CCCOC2CNC(=O)C(=O)NC(C)C)cc1 (stereo not given)
i | 0.106 | 73.5 | O=C1/C(=C/c2cccs2)Oc2cc(OC(=O)C3CC3)ccc21
i | 0.17 | 62.1 | O=C(NCCc1ccccc1)c1csc(-c2cnccn2)n1
i | 0.107 | 69.2 | COCCNS(=O)(=O)CCNC(=O)c1ccccc1
i | 0.0421 | 23.1 | Cc1cc(OCC(O)CN2CCc3ccccc3C2)ccc1Cl (stereo not given)
i | 0.046 | 49.0 | O=C(Nc1ccc2ncsc2c1)C1CCN(S(=O)(=O)c2cccs2)CC1
i | 0.0517 | 39.2 | COc1ccc(Cl)c(N2C(=O)CC(Sc3ccccc3C(=O)O)C2=O)c1 (stereo not given)
i | 0.0265 | 59.2 | COc1ccc(C(=O)Nc2ccc(N3CCCS3(=O)=O)cc2)cc1
i | 0.12 | 46.0 | Cc1cc(-c2nnc(NC(=O)c3ccc(SC(C)C)cc3)o2)nn1C
i | 0.102 | 54.3 | CCOC(=O)c1sc2cccc(F)c2c1S(=O)(=O)Nc1ccc2c(c1)OCO2
i | 0.0368 | 40.0 | CC(C)(C)NC(=O)CSc1nnc(-c2ccncc2)o1
i | 0.101 | 56.8 | COC(=O)c1sccc1S(=O)(=O)Nc1ccc(C)cc1Cl
i | 0.0817 | 61.4 | COc1nn(C)cc1-c1nnc(SCC(=O)NCc2ccc(F)cc2)n1C
i | 0.0811 | 32.7 | COc1ccc(Cl)cc1NC(=O)CCCn1nc(-c2ccc(Cl)cc2)ccc1=O
i | 0.1 | 61.8 | COc1nn(C)cc1C(=O)Nc1cc(-c2ccco2)nn1CCO

The results go on.
GluA2 TARP mod | GluA2 TARP mod agonism max-min | GluA2 TARP mod glutamate slope | mol
i | 0.0548 | 50.7 | CNC(=O)C1Cc2ccccc2N1C(=O)c1ccccc1SC(F)F (stereo not given)
i | 0.108 | 53.5 | Cc1ccccc1NC(=O)c1ccc(-c2ccccc2C(F)(F)F)o1
i | 0.152 | 54.7 | COCCn1c(=NC(=O)c2cc(C)no2)sc2cc(SC)ccc21
i | 0.0868 | 65.5 | NC(=O)c1ccccc1NC(=O)c1ccc(=O)n(Cc2cccc(C(F)(F)F)c2)c1
i | 0.101 | 41.7 | Cc1cc(C(=O)NCC(c2ccccc2Cl)N(C)C)no1 (stereo not given)
i | 0.106 | 50.4 | O=S(=O)(c1ccc2nncn2c1)N(Cc1ccccc1)c1ccc2c(c1)OCCO2
i | 0.117 | 54.5 | COc1cccc(CN(c2cccc(OC)c2)S(=O)(=O)c2ccc3nncn3c2)c1
i | 0.044 | 29.1 | COc1nn(C)cc1C(=O)N1CCN(c2ccc(-c3cccs3)nn2)CC1
i | 0.0552 | 53.9 | COc1cc(NC(=O)C2CCCC2)ccc1N1CCCCC1=O
i | 0.107 | 62.6 | O=C(NCCS(=O)(=O)N1CCN(C(=O)c2ccco2)CC1)c1ccccc1
i | 0.0658 | -4.4 | COc1ccc(OCC(=O)Nc2ccc(OC)c(N3CCCC3=O)c2)cc1
i | 0.0972 | 59.4 | COCCn1c(NC(=O)Nc2c(F)cccc2F)c2ccccc2nc1=O
i | 0.077 | 58.4 | O=C(Cc1ccc(Cl)cc1)NCCS(=O)(=O)N1CCN(c2ncccn2)CC1
i | 0.0905 | 55.8 | COC(=O)c1ccc(CN(c2ccccc2)S(=O)(=O)c2ccc3nncn3c2)o1
i | 0.118 | 71.1 | O=S(=O)(NCC1CCN(Cc2ccccc2)CC1)c1ccc(F)cc1

Part of the list above in order of number of heavy atoms, low to high:
GluA2 TARP mod | GluA2 TARP mod agonism max-min | GluA2 TARP mod glutamate slope | mol
i | 0.0411 | 51.1 | O=C(O)c1nccnc1N1CCOCC1
i | 0.0249 | 22.7 | O=S(=O)(NCCc1ccsc1)c1ccccc1Br
i | 0.0745 | 58.9 | Cc1ccc(Oc2ccc(C(=O)N(C)C)cc2)nn1
i | 0.0625 | 47.4 | O=C(NC(=S)NNC(=O)c1cccs1)c1ccccc1
i | 0.0829 | 48.0 | COc1ccc(CCNC(=O)C(=O)NC2CC2)cc1OC
i | 0.0548 | 29.0 | CCCc1nnsc1C(=O)NCC1CCN(S(C)(=O)=O)CC1
i | 0.179 | 67.3 | CCn1c(=NC(=O)c2ccn(C)n2)sc2c(C)ccc(OC)c21
i | 0.114 | 56.3 | O=C(Nc1ccc2cn[nH]c2c1)c1ccc(Cn2ccnc2)cc1
i | 0.0996 | 69.9 | CCOc1cc(/C=C2\SC(=S)N(c3ccc(F)cc3)C2=O)ccc1O
i | 0.0517 | 39.2 | COc1ccc(Cl)c(N2C(=O)CC(Sc3ccccc3C(=O)O)C2=O)c1 (stereo not given)
i | 0.0972 | 59.4 | COCCn1c(NC(=O)Nc2c(F)cccc2F)c2ccccc2nc1=O
i | 0.0953 | 47.1 | O=C(Nc1ccc2scnc2c1)c1ccc(S(=O)(=O)N2CCCCCC2)cc1
i | 0.0517 | 51.7 | COc1ccc(S(=O)(=O)Nc2ccc(N3CCCCC3=O)c(OC)c2)c(OC)c1
i | 0.0868 | 65.5 | NC(=O)c1ccccc1NC(=O)c1ccc(=O)n(Cc2cccc(C(F)(F)F)c2)c1
i | 0.0605 | 43.4 | Cc1cc(-c2nnc(NC(=O)C3CCCN(S(=O)(=O)c4ccc(F)cc4)C3)o2)nn1C (stereo not given)
i | 0.085 | 57.5 | COc1ccc(S(=O)(=O)N2CCCOC2CNC(=O)C(=O)NCc2ccccc2C)cc1 (stereo not given)
i | 0.104 | 48.3 | CCOc1ccc(C(=O)Nc2sc3c(c2-c2nc4ccccc4s2)CCN(C(C)C)C3)cc1
i | 0.0634 | 61.3 | CCCCc1ccc(N2CC(c3nc4ccccc4n3CC(=O)N3CCOCC3)CC2=O)cc1 (stereo not given)
i | 0.0825 | 54.1 | CCOc1ccc(-n2c(=O)c3sccc3n(Cc3nc(-c4ccccc4OCC)no3)c2=O)cc1
i | 0.0601 | 36.9 | COc1nnc(-c2ccc(N3CCOCC3)c(NC(=O)COc3ccc(C)cc3)c2)c2ccccc12
